TbPYK inhibitor: inhibitors of Trypanosoma brucei pyruvate kinase; 410,000 compounds, 0.12% hits; Q57TT1; AID 624173; TbPYK enzyme, Kinase-Glo Plus ATP luminescence, 45 min; Potency, µM (series often up to 76.8 µM), for the others: at the top dose activity, negative = inhibition, hits mostly inhibitors; further: potency means the concentration at half of the fitted maximal effect; nearly all actives have a fitted effect of over 50% in size
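TbPYK + substrate in 50 mM TEA pH 7.2, 100 mM KCl, 10 mM MgCl2, 0.05% BSA, 0.01% Tween-20; cpd pinned; ADP 130 uM final; 45 min RT; Kinase-Glo Plus 10 min; luminescence endpoint.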
AmpC inh no detg: blocks E. coli AmpC beta-lactamase in detergent-free assay. P00811. AmpC nitrocefin hydrolysis, absorbance 480 nm, 0.0001% Triton. Potency, µM (doses to about 57.1 µM), without a hit: at the highest dose activity change, negative = inhibition, hits mostly inhibitors. 330,000 compounds, 0.52% hits. AID 485341;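 further: potency means the concentration at half of the fitted maximal effect; plate controls were no compound for no effect and no enzyme for full effect; nearly all actives have a fitted effect of over 20% in size; some results filed as inactive show a strong effect at the top dose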
Target sequence (P00811 whole entry, looked up): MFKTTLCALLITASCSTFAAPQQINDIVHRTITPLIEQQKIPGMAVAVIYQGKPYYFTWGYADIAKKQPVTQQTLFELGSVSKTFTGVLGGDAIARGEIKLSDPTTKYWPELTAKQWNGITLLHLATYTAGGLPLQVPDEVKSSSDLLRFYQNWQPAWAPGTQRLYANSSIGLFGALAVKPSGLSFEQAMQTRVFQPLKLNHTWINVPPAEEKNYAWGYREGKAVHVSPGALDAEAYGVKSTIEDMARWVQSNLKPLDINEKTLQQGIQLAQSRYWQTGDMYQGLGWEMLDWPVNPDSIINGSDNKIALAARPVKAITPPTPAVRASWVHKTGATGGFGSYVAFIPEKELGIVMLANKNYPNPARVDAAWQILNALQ
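20 mM phosphate pH 7.0 + 0.01% (detergent screen) or 0.0001% Triton X-100; 5.3 nM AmpC reagent; cpd preinc 15 min RT; nitrocefin (800 uM stock) to start; A480 q20 s × 4 min; Activity was normalised to no-enzyme and no-compound control wells.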
AMA1 RON2 block: AMA1-RON2 (P. falciparum) interaction inhibition. Potency, µM (doses to about 58.2 µM), for inactives: at the highest dose activity change, negative = inhibition, usual class: inhibitors. AlphaScreen AMA1-biotinylated RON2 peptide binding. 360,000 compounds, 0.2% hits;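 further: potency means the concentration at half of the fitted maximal effect; 0% = vehicle wells and -100% = peptide control; nearly all actives have a fitted effect of over 45% in size; some results filed as inactive show a strong effect at the top dose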
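AMA1 (3D7) with his tag at 25 nM final met compounds first, then biotinylated RON2 peptide at 25 nM; detection used donor plus acceptor beads, 10 µg/mL apiece, read by AlphaScreen after 30 min at room temperature.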
HCMV antiviral: blocks human cytomegalovirus replication; HFF cells, HCMV-luciferase reporter, 72 h; stronger effect = lower value; activity change, negative = inhibition, % at 57.5 µM; 410,000 compounds, 4.5% hits; in the data active means activity change below about -60%; inconclusive means no clear call, values can overlap the other calls; inactive means above about -39%
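Cell-based, HFFs, 1000 cells/well, 16 h 37C; cpds in DMSO + HCMV-luc, MOI 1 PFU/cell; 72 h 37C; OneGlo luminescence after 5 min RT; norm. to buffer vs Salinomycin 10uM.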
AmpC inh detg: AmpC beta-lactamase inhibition with detergent present; 370,000 compounds, 0.041% hits; Potency, µM (highest dose often 114 µM), for inactives: at the top dose activity change, negative = inhibition, actives largely listed as inhibitors; AID 485294; AmpC hydrolysis of nitrocefin, absorbance 480 nm, 0.01% Triton;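 further: potency means the concentration at half of the fitted maximal effect; 0% = no-compound wells and -100% = no-enzyme wells; nearly all actives have a fitted effect of over 25% in size; some results filed as inactive show a strong effect at the top dose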
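AmpC (5.3 nM in the dispensed reagent) in 20 mM phosphate pH 7.0 with 0.01% (detergent screen) or 0.0001% Triton X-100 was preincubated with compounds for 15 min at room temperature. Nitrocefin was then added from an 800 uM solution, and hydrolysis was followed at 480 nm.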
Sm TGR inh: blocks Schistosoma mansoni thioredoxin glutathione reductase | AID 485364 | purified TGR, DTNB reduction, TNB absorbance 405 nm | Potency, µM (highest dose often 114 µM), for inactives: at the highest dose activity change, negative = inhibition, most hits filed as inhibitors | 360,000 compounds, 3% hits; further: potency means the concentration at half of the fitted maximal effect; nearly all actives have a fitted effect of over 60% in size
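Kinetic colorimetric format: TGR-catalysed, NADPH-driven DTNB reduction monitored via TNB absorbance. Enzyme dispensed at 20 nM; compound exposure 15 min at room temperature before reaction start.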
LmPK inh: LmPK (Leishmania mexicana) enzyme inhibition; Potency, µM (top dose mostly 57.5 µM), for inactives: top-dose activity change, negative = inhibition, most hits filed as inhibitors; 290,000 compounds, 0.37% hits; AID 1721; Q27686; purified LmPK, Kinase-Glo ATP luminescence, 1 h; further: potency means the concentration at half of the fitted maximal effect
Target sequence (Q27686 whole entry, looked up): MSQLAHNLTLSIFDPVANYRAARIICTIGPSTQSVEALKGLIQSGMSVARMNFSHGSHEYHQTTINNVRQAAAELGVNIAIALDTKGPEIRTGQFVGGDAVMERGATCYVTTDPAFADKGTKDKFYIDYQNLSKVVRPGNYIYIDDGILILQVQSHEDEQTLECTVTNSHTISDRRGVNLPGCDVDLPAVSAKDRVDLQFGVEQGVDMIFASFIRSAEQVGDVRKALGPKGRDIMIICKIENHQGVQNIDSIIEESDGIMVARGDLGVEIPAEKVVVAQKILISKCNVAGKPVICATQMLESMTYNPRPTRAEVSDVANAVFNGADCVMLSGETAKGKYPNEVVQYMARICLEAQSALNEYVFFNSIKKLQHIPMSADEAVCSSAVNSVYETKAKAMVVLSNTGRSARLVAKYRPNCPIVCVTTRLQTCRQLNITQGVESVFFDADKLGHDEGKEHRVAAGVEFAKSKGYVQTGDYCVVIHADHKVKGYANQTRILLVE
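Purified LmPK (0.1 nM) with 0.5 mM PEP and 0.1 mM ADP in imidazole buffer pH 7.2 with MgCl2/KCl, 1 h at room temperature. ATP formed was read by luciferase luminescence and normalized to no-enzyme and uninhibited controls.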
The depositor's hits bear a star; ? = inconclusive; nt = no result given; [ ] = another dose, or the depositor's remark. Unless noted, the call rests on the fitted dose curve; in most records, active means well fitted curve in the direction sought with a large enough effect; inconclusive means small, poorly fitted or top-dose-only effect, or another doubt; inactive means no such curve, though single readings can be large; an effect the other way counts as inactive or inconclusive. Unless noted, on the % scale 0 is the no-effect control and ±100 the full control effect.

SMILES	TbPYK inhibitor	AmpC inh no detg	AMA1 RON2 block	HCMV antiviral	AmpC inh detg	Sm TGR inh	LmPK inh
CN(C)C(=O)CS(=O)(=O)c1ccc(Cl)cc1	?	-22%	-20%	17	6%	0%	9%
CCN1CCCC1CNC(=O)c1[nH]c2ccc(OC)cc2c1C (stereo not given)	-3%	-10%	-8%	-35	-10%	-24%	4%
O=C(COc1ccccc1[N+](=O)[O-])NCC1(N2CCOCC2)CCCCC1	-3%	32%	-5%	?	nt	nt	nt
CCOc1ccccc1NC(=O)c1cc(S(=O)(=O)N2CCOCC2)cn1C	-2%	nt	nt	-15	-5%	-4%	nt
COc1ccc(C(=O)CC(=O)C(=O)Nc2cc([N+](=O)[O-])ccc2OC)cc1	0%	-18%	36%[activator]	nt	-6%	-21%	4%
Cc1ccccc1CSCC(=O)NCc1ccco1	-16%	-15%	?	37	8%	?	12%
COc1cc(C(=O)OCCCN2CCOCC2)cc(OC)c1OC	-9%	nt	-2%	59	nt	nt	nt
CC(C)C[C@@H](CO)N1CCN(Cc2ccc(O)cc2)CCC1=O	5%	-9%	5%	-13	1%	?	-5%
Cc1cccc(NC(=O)Nc2nnc(N(C)Cc3ccccc3)s2)c1	5%	nt	nt	-8	-7%	-7%	nt
CC(C)CN(C(=O)COC(=O)c1ccc([N+](=O)[O-])o1)C1CCS(=O)(=O)C1 (stereo not given)	-3%	-8%	8%	-19	-6%	-27%	5%
CCn1c(=O)c2sccc2n(CC(=O)NC2CCCC2)c1=O	0%	-9%	-10%	-20	-14%	1%	-8%
CN1C(=O)Cc2cc(S(=O)(=O)Nc3ccc(N4CCOCC4)cc3)ccc21	-8%	94%[activator]	-6%	-25	?	4%	0%
Cc1cccc2cc(C3CC(c4cccs4)=NN3S(C)(=O)=O)c(Cl)nc12 (stereo not given)	1%	7%	-5%	-29	-1%	11%	0%
Cc1ccc2sc(NC(=O)c3ccc(N4C(=O)CCC4=O)cc3)nc2c1C	1%	-13%	-2%	?	?	-6%	0%
COc1ccc(S(=O)(=O)N(C)C[C@H]2OCCCC[C@@H](C)Oc3ccc(NC(=O)CCC(F)(F)F)cc3C(=O)N([C@H](C)CO)C[C@@H]2C)cc1	8%	nt	-2%	-11	nt	nt	nt
Cc1ccc(Sc2c(C)nn(-c3ccccc3)c2OC(=O)C(C)(C)C)cc1	-25%	nt	nt	9	?	2%	nt
O=C(Cn1nnc(-c2ccccc2F)n1)Nc1ccc(S(=O)(=O)NC2CCCC2)cc1	-14%	-44%	-1%	-9	-5%	-6%	0%
CC(C)(C)NC(=S)NNC(=O)c1ccccc1Cl	-21%	-11%	54%[activator][2.32 µM]	69	-13%	3%	-8%
O=c1cc(O)n(-c2ccccc2)c(=S)[nH]1	?	-18%	22%	18	?	2µM*	1%
O=[N+]([O-])c1ccc(N2CCN(CC3CCCCC3)CC2)cc1	7%	-6%	?	-21	?	-6%	-1%
CC1CCCC(NC(=O)c2nn(C)c3c2CS(=O)(=O)c2ccccc2-3)C1C (stereo not given)	-1%	6%	-6%	-22	-14%	-19%	0%
COc1ccc(Cl)cc1S(=O)(=O)n1c([N+](=O)[O-])cnc1C	5%	-10%	-1%	-7	-11%	6%	26%
CCc1ccc2nc(N(CCN(CC)CC)C(=O)c3cccs3)sc2c1	3%	nt	nt	-16	19%	7%	nt
O=C(Nc1ccc(S(=O)(=O)NC2=NCCCCC2)cc1)c1ccc(=O)[nH]c1	-10%	-13%	6%	-18	-2%	3%	-1%
COc1cc2c(cc1OC)CN(CCOc1ccc(Br)cc1)CC2	2%	46%	-13%	-15	4%	0%	5%
FC(F)(F)c1cccc(NC(=S)Nc2cccc(Cl)c2)c1	-10%	-32%	21%	4	2%	?	2%
Cc1ccccc1OCC(=O)NCC(c1ccco1)N1CCCCC1 (stereo not given)	2%	0%	-12%	-17	0%	-23%	-1%
Cc1cccc(C)c1-n1nnnc1C(c1ccnc2ccccc12)N(Cc1ccccc1)Cc1ccccc1 (stereo not given)	-2%	nt	50%[activator]	-72*	nt	nt	nt
CC(=O)Nc1ccc(NC(=O)CNC(=O)c2sc3ccccc3c2Cl)cc1	-5%	0%	-6%	41	-14%	-7%	nt
O=C(O)c1cccc2nc3ccccc3nc12	-1%	-10%	-1%	-63*	-11%	-4%	-5%
O=C(/C=C/c1cccc(F)c1)NNC(=O)c1ccncc1	-7%	-11%	83%[activator]	-17	-16%	-14%	nt
Cc1nc(SCC(=O)Nc2cc(C)on2)c2c(C)c(C)sc2n1	4%	-20%	26%	-31	-2%	-3%	3%
CN(C)S(=O)(=O)c1ccc(C(=O)NCCSc2c(-c3ccc(Br)cc3)[nH]c3ccccc23)cc1	2%	nt	nt	-28	6%	6%	nt
CC(C)(C)C(=O)Nc1ccc(S(=O)(=O)NC2=NCCCCC2)cc1	-2%	-30%	16%	0	-10%	-15%	nt
O=C(Nc1nc(-c2ccccn2)cs1)C12CC3CC(CC(O)(C3)C1)C2	-12%	-21%	75%[activator]	33	-5%	1%	2%
Cc1ccc(N2CC(C)Cn3c2nc2c3c(=O)n(Cc3cccc(Cl)c3)c(=O)n2C)cc1 (stereo not given)	0%	nt	nt	6	16%	-4%	nt
O=C1CN=C(c2cccc(Br)c2)c2cc(Br)ccc2N1	2%	-21%	0%	-24	-1%	2%	-5%
CC1=CCC(C(=O)O)(C(=O)N/N=C/c2cccs2)C(c2ccc(Cl)cc2)C1 (stereo not given)	0%	-37%	23%	40	2%	6%	0%
Cc1noc(C)c1S(=O)(=O)N(C)C[C@@H]1OCc2cnnn2CCCC(=O)N([C@@H](C)CO)C[C@H]1C	-2%	nt	15%	25	nt	nt	nt
CCOC(=O)CN1C(=O)N[C@@H](c2cccc(C(F)(F)F)c2)C(C(C)=O)=C1C	4%	nt	-3%	nt	nt	nt	-3%[11.5 µM]
COc1cc(=O)[nH]c(SC(C)C(=O)Nc2cccc3ccccc23)n1 (stereo not given)	-9%	-10%	17%	37	7%	-10%	-8%
O=S(=O)(Nc1ccccc1)c1ccc(-c2cnc(C3CC3)o2)cc1	7%	-27%	-13%	-21	-3%	7%	0%
O=C(NCCc1ccccc1)c1cc2sccc2n1Cc1ccccc1	-3%	-32%	-7%	13	2%	9%	0%
CCCCCCn1cc(CN2CC(N3CCN(Cc4ccccc4F)CC3)CS2(=O)=O)nn1 (stereo not given)	1%	nt	-12%	-28	nt	nt	nt
CC1(C)Cc2c(C#N)c(N3CCN(C(=O)c4ccccc4)CC3)nc(-c3ccco3)c2CS1	-18%	14%	-1%	?	2%	3.2µM*	2%
Cn1c(=O)c2[nH]c(C3CC=CCC3)nc2n(C)c1=O (stereo not given)	-2%	nt	0%	-1	nt	nt	nt
O=C(O)c1ccc(NC2(C(=O)O)CCCC2)cc1	0%	nt	-15%	16	nt	nt	nt
O=C(O)CSc1cccc2cccc(C(=O)O)c12	-1%	-26%	-1%	12	3%	7%	1%
O=C(CNC(=O)c1ccccc1)N/N=C/c1ccccc1Cl	0%	-29%	16%	-37	-6%	6%	-1%
O=C(CN(C(=O)CNC(=O)c1ccco1)c1ccc2c(c1)OCO2)NC1CCCCC1	2%	-8%	-12%	18	7%	4%	0%
COc1ccc(C(=O)NCc2cccnc2)cc1Br	4%	3%	-10%	-10	-8%	-15%	-6%
CCC(O)c1cc2c(cc1NC(=O)c1ccc(C)cc1)OCCO2 (stereo not given)	-2%	-24%	6%	2	-10%	-21%	-5%
O=C(NCc1cccc(Cl)c1)NCc1cccc(Cl)c1	-5%	-21%	6%	25	-2%	3%	-2%
COc1ccccc1CNC(=O)COC(=O)CSc1ccc(Cl)cc1	5%	-7%	-20%	4	?	-8%	nt
CC(C)(C)n1ncc(Oc2ccccc2[N+](=O)[O-])c(Cl)c1=O	-4%	-23%	-11%	-28	-10%	-4%	4%
CCN(C(=O)COC(=O)/C(C#N)=C/c1cc(C)n(CCOC)c1C)c1c(N)n(Cc2ccccc2)c(=O)[nH]c1=O	3%	nt	-8%[11.6 µM]	0	nt	nt	nt
CC(C)C[C@@H](CC#N)N1CCN(CCc2ccccc2)CCC1=O	-2%	6%	5%	-1	?	0%	-4%
CC1CCC(C(C)C)C(OCC(O)CNC(C)c2ccccc2)C1 (stereo not given)	-1%	56%	4%	-98*	6%	-1%	3%
CC(=O)c1ccc(NC(=O)C2CCCN(S(=O)(=O)c3cn(C)cn3)C2)cc1 (stereo not given)	7%	nt	nt	-6	8%	1%	nt
CCN1C(=O)c2ccc(C(=O)Nc3nccs3)cc2C1=O	2%	-39%	-10%	?	-14%	0%	-2%

No new results follow: an excerpt of the list.
SMILES	TbPYK inhibitor	AmpC inh no detg	AMA1 RON2 block	HCMV antiviral	AmpC inh detg	Sm TGR inh	LmPK inh
O=C(CNC(=O)c1ccccc1)N/N=C/c1ccccc1Cl	0%	-29%	16%	-37	-6%	6%	-1%
O=C(CN(C(=O)CNC(=O)c1ccco1)c1ccc2c(c1)OCO2)NC1CCCCC1	2%	-8%	-12%	18	7%	4%	0%
COc1ccc(C(=O)NCc2cccnc2)cc1Br	4%	3%	-10%	-10	-8%	-15%	-6%
CCC(O)c1cc2c(cc1NC(=O)c1ccc(C)cc1)OCCO2 (stereo not given)	-2%	-24%	6%	2	-10%	-21%	-5%

Next section
SMILES	TbPYK inhibitor	AmpC inh no detg	AMA1 RON2 block	HCMV antiviral	AmpC inh detg	Sm TGR inh	LmPK inh
CC(C)c1nnc(NC(=O)CCC(=O)N2CCN(Cc3ccc(F)cc3)CC2)s1	2%	75%[activator]	-6%	?	-4%	-17%	-9%
CCc1cc(=O)oc2cc(C)cc(OC(C)C(=O)NCc3cccnc3)c12 (stereo not given)	-1%	17%	-6%	0	?	-5%	1%
CC(=O)NCCNc1nc2c(-c3cccc(C(F)(F)F)c3)nnn2c2ccccc12	-7%	-18%	9%	11	-15%	-1%	1%
CC1=C(C(=O)OC2CCCCC2)C(c2ccccc2F)NC(=O)N1 (stereo not given)	-7%	-7%	-5%	-22	-4%	-10%	0%
O=S1(=O)c2ccccc2N=NN1Cc1ccc(Cl)cc1	0%	-53%	7%	2	-1%	2.5µM*	0%
CCCn1cc(S(=O)(=O)c2ccc(C)cc2)c(=O)c2cc(OCC)ccc21	3%	-1%	3%	?	0%	4%	5%
CC(C)OCCCn1c(SCc2ccccc2C#N)nc2c(sc3ccccc32)c1=O	-11%	nt	nt	-3	-4%	5%	nt

Assay outcomes (PubChem BioAssay)
